High-throughput results deposited in PubChem BioAssay by The Scripps Research Institute Molecular Screening Center.
TbREL1 primary: TbREL1 inhibition, primary screen. AID 1117264. P86926. 0.49% of 89,000 active. TbREL1 RNA ligation, FRET fluorescence. inhibition, % at 9.66 µM;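 active means inhibition above the mean inhibition across all screened compounds plus 3 SD, cut at about 11% in these data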;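 further: 0% = plate median of test wells and 100% = NSC42067 control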
Target sequence (P86926 whole entry, looked up): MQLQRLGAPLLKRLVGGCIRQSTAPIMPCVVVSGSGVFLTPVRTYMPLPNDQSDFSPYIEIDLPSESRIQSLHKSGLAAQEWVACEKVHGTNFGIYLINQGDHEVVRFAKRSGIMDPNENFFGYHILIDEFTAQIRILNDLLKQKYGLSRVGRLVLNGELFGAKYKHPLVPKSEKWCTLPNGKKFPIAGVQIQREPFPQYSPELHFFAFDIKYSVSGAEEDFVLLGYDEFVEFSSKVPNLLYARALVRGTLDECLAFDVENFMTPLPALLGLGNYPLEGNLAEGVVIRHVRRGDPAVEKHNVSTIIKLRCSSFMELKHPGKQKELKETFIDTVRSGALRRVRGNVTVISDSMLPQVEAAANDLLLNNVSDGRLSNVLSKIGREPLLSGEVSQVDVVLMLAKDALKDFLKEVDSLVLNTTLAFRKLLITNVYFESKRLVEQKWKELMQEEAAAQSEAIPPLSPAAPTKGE
Starred values were filed as active, the others as inactive.

SMILES	TbREL1 primary
N#Cc1ccccc1CN1C(=O)NC(Cc2c[nH]c3ccccc23)C1=O (configuration not stated)	-4
O=C(NCc1ccccc1)C(c1ccc(O)cc1)N(C(=O)c1cnccn1)c1ccccc1 (configuration not stated)	-1
O=C(Nc1ccc(Cl)c(C(F)(F)F)c1)c1ccco1	-1
O=C1NC(=O)C2(CCC(C3CCCCC3)CC2)N1 (configuration not stated)	1
Cc1oc(C(C)(C)C)cc1C(=O)Nc1cccc(/C=C/C(=O)O)c1	-1
CCOc1ccc(C2C(C(=O)c3ccc(C)o3)=C(O)C(=O)N2CCN2CCOCC2)cc1OC (configuration not stated)	-2
C[C@H](CO)N1C[C@H](C)[C@@H](CN(C)S(=O)(=O)c2cn(C)cn2)Oc2ccc(NC(=O)C3CC3)cc2C1=O	1
Cc1cc(N2C(=O)C(O)=C(C(=O)c3ccc(C)o3)C2c2cccc(Oc3ccccc3)c2)no1 (configuration not stated)	4
CCOc1ccc(C(=O)C2CCN(C(=O)c3ccccc3C(=O)O)CC2)cc1	6
O=C(/C=C/c1ccccc1[N+](=O)[O-])NCCCN1CCCC1=O	2
Cc1cccc(Nc2nnc(SCC(=O)c3ccc(Br)s3)s2)c1C	6
C=CC[C@@H](CC(=O)N[C@H](CO)Cc1ccccc1)C(=O)N[C@H](COC(=O)[C@@H](CC=C)Cc1ccc(F)cc1)Cc1c[nH]c2ccccc12	-1
CCOc1ccc(-c2nnc(-c3ccncc3)o2)cc1	-2
CCc1ccccc1NC(=O)COC(=O)c1c(C)nsc1NC	2
Cc1ccc(C)c(N(CC(=O)NCc2ccco2)C(=O)CCC(=O)Nc2ccccn2)c1	1
CCCCCC(=O)Nc1cccc(C2=NOC3(C2)C[C@@H](C(N)=O)N(C(=O)c2cc([N+](=O)[O-])cc([N+](=O)[O-])c2C)C3)c1 (some centres not stated)	-2
CC(C)(C)OC(=O)N1CCC(c2c(C(=O)O)cnn2-c2ccc(Cl)cc2)CC1	-1
CCCSc1nnc(-c2ccccc2N)c(=O)[nH]1	4
COc1ccc2[nH]c(=O)c(CN(Cc3nnnn3Cc3ccc(F)cc3)CC3CCCO3)cc2c1 (configuration not stated)	-3
COc1ccc(C[C@H]2CN3C(=NC[C@H]3C)N2CCNC(=O)CCC2CCCCC2)cc1	10
CC(C)C(NC(=O)Nc1ccccc1)C(=O)Nc1cccc(S(=O)(=O)N(C)C)c1 (configuration not stated)	-2
COC(=O)c1ccc(NCCc2csc(-c3ccc(C)cc3)n2)c([N+](=O)[O-])c1	1
COc1cccc(-n2c(Cc3cc(=O)[nH]c(=O)[nH]3)nnc2SCC(=O)N2CCCCC2)c1	-1
CN(C)/C=C(\C#N)C(=O)Nc1ccc(F)cc1	-1
CN(C)C=NC(=O)c1cc(C(=O)c2ccccc2Cl)c[nH]1	1

Ordered by count of non-hydrogen atoms (falling): part of the list above
SMILES	TbREL1 primary
C=CC[C@@H](CC(=O)N[C@H](CO)Cc1ccccc1)C(=O)N[C@H](COC(=O)[C@@H](CC=C)Cc1ccc(F)cc1)Cc1c[nH]c2ccccc12	-1
CCCCCC(=O)Nc1cccc(C2=NOC3(C2)C[C@@H](C(N)=O)N(C(=O)c2cc([N+](=O)[O-])cc([N+](=O)[O-])c2C)C3)c1 (some centres not stated)	-2
C[C@H](CO)N1C[C@H](C)[C@@H](CN(C)S(=O)(=O)c2cn(C)cn2)Oc2ccc(NC(=O)C3CC3)cc2C1=O	1
COc1ccc2[nH]c(=O)c(CN(Cc3nnnn3Cc3ccc(F)cc3)CC3CCCO3)cc2c1 (configuration not stated)	-3
Cc1cc(N2C(=O)C(O)=C(C(=O)c3ccc(C)o3)C2c2cccc(Oc3ccccc3)c2)no1 (configuration not stated)	4
O=C(NCc1ccccc1)C(c1ccc(O)cc1)N(C(=O)c1cnccn1)c1ccccc1 (configuration not stated)	-1
Cc1ccc(C)c(N(CC(=O)NCc2ccco2)C(=O)CCC(=O)Nc2ccccn2)c1	1
COc1ccc(C[C@H]2CN3C(=NC[C@H]3C)N2CCNC(=O)CCC2CCCCC2)cc1	10
CC(C)C(NC(=O)Nc1ccccc1)C(=O)Nc1cccc(S(=O)(=O)N(C)C)c1 (configuration not stated)	-2
COC(=O)c1ccc(NCCc2csc(-c3ccc(C)cc3)n2)c([N+](=O)[O-])c1	1
Cc1oc(C(C)(C)C)cc1C(=O)Nc1cccc(/C=C/C(=O)O)c1	-1
O=C(/C=C/c1ccccc1[N+](=O)[O-])NCCCN1CCCC1=O	2
CN(C)C=NC(=O)c1cc(C(=O)c2ccccc2Cl)c[nH]1	1
CCOc1ccc(-c2nnc(-c3ccncc3)o2)cc1	-2
CCCSc1nnc(-c2ccccc2N)c(=O)[nH]1	4

The list goes on.
SMILES	TbREL1 primary
O=C1CC(c2ccc(Cl)cc2)Oc2ccc(Cl)cc21 (configuration not stated)	4
Cc1ccc(CN2CCN(Cc3ccc(C)s3)CC2CCO)cc1 (configuration not stated)	-2
NC(=O)Cn1cc(C(=O)COc2ccccc2)c2ccccc21	-1
O=S(=O)(NCC1CCCO1)c1ccccc1F (configuration not stated)	2
CCN1CCN(CCCNC(=O)Cn2cc3c(n2)CCCC3)CC1	2
COc1ccc(C=O)cc1OC(=O)C1(C)Cc2ccccc2C(=O)O1 (configuration not stated)	0
CCC(CO)NC(=O)c1ccccc1C(F)(F)F (configuration not stated)	1
O=C1C2C3C=CC(C4CC34)C2C(=O)N1/N=C/c1ccc(-c2cccc([N+](=O)[O-])c2)o1 (configuration not stated)	4
C=CC[C@@H]1NN2C(=O)[C@@H](C)[C@@H]3c4ccccc4C=NN3[C@@H]2c2ccccc21	1
CCCC1=C(C(=O)OCC)C(c2cc(Cl)cc(OC)c2OCc2ccccc2)NC(=O)N1 (configuration not stated)	-1
Cc1ccc2c(C)c(C(=O)NCC(C)(C)N3CCOCC3)oc2c1C	-5
COCCn1c(SCC(=O)N2CCCCCC2)nc2c([nH]c3ccccc32)c1=O	0
O=CNC1CCCc2c1[nH]c1ccc(Cl)cc21 (configuration not stated)	-1
O=C(C1CCCCC1)N1C[C@H](n2cc(C3CC3)nn2)[C@@H](O)C[C@@H]1c1ccccc1	-1
CC(SCc1ccccc1)C(=O)Nc1ccccc1 (configuration not stated)	0
CCN1CCN(C(c2cccs2)C(C)NS(=O)(=O)c2ccc(Br)cc2)CC1 (configuration not stated)	1
COc1ccccc1OC(C)C(=O)Nc1nc(-c2ccc(S(=O)(=O)N3CCOCC3)cc2)cs1 (configuration not stated)	-1
Cc1cnc(C(=O)OCC(=O)NC(=O)NC(C)C)cn1	-1
O=c1[nH]nc(-c2ccc(F)cc2)cc1Cc1ccccc1	3
Cc1cc(CCN2CCC(=O)NC2=S)ccc1OC(C)C	-2
COc1cccc(C2NC(CCSC)(C(=O)O)C3C(=O)N(C(C)C)C(=O)C23)c1O (configuration not stated)	0
COc1ccccc1C(=O)Nc1cc2cc(Br)ccc2oc1=O	4
COc1ccc(Cl)cc1-c1nc(-c2ccc(Br)o2)no1	2
COc1c2c(cc3oc(CO[C@@H]4O[C@H](CO)[C@@H](O)[C@H](O)[C@H]4O)cc(=O)c13)O[C@H](C(C)(C)O)C2	0
C=CCOC(=O)C1=C[C@H](c2coc3ccccc3c2=O)C[C@H](OCCCCO)O1	-2

(cont.)
SMILES	TbREL1 primary
O=C(OC(C(=O)NCc1ccccc1)c1ccccc1)c1ccco1 (configuration not stated)	-2
O=C1C2C(c3cccc(/C=C/c4ccccc4)c3)CC=CC2C(c2ccc(C(F)(F)F)cc2)N1Cc1ccccc1 (configuration not stated)	5
CCOc1nc(SCCOc2ccc(Cl)cc2Cl)nc(N(C)C)n1	0
CCCCCCCCN1C(=O)[C@H](CC(=O)NCc2cccc3ccccc23)C[C@@]2(C(=O)OCC)CCC=C12	-3
Nc1ccc(S(=O)(=O)NNC(=O)C(=O)NNc2ccccn2)cc1	2
CC(=O)c1c(C)[nH]c(C(=O)OCC(=O)NCCc2ccc(Cl)cc2)c1C	5
O=C(NC(=S)NCc1cccnc1)c1ccccc1F	-1
CC(=O)Nc1ccc(S(=O)(=O)N(C)CC(=O)OC(C)C(=O)NC2CCCCC2)cc1 (configuration not stated)	7
CCCCn1c(SCC(=O)NCc2ccc(OC)c(C(=O)O)c2)nc2cc(S(N)(=O)=O)ccc21	0
CCc1cc(C(=O)O)c(NC(=O)/C=C/c2ccc(OC)cc2)s1	0
CCN(C(=O)COC(=O)CCCc1c[nH]c2ccccc12)c1c(N)n(Cc2ccccc2)c(=O)[nH]c1=O	-3
CN(CCOc1ccc(Cl)cc1)C(=O)c1cc(S(=O)(=O)N2CCOCC2)ccc1N1CCCC1	-3
CC(C)CCNC(=O)c1cc(-c2ccncc2)nc2ccc(S(=O)(=O)N3CCOCC3)cc12	-1
CCN1C[C@@H]2[C@@H]3C(=O)N(Cc4ccccc4)C(=O)[C@@H]3[C@](Cc3ccccc3)(C1=O)N2C(=O)c1ccc(C(F)(F)F)cc1	3
CN(CC(=O)N1CCN(C2CCCCC2)CC1)S(=O)(=O)c1cccc2nsnc12	-1
CCOc1ccc2[nH]c3c(N4CCN(C(=O)c5ccco5)CC4)ncnc3c2c1	-2
CCCCNc1c(-c2ccc(OC)c(SC(C)CC)c2)nc2ccc(C)cn12 (configuration not stated)	-6
C/C(=N\O)c1ccc2c(c1)OCCO2	-1
COCCNC(=O)COC(=O)c1ccc(OCC(=O)Nc2ccccc2OC)c(OC)c1	-4
N#Cc1ccc(CN2CCN(C(=O)c3ccc(S(=O)(=O)NCc4ccco4)cc3)CC2)cc1	-2
CC(=O)NC1C(=O)N=C(SCC(=O)Nc2ccc(C(F)(F)F)cc2Cl)NC1=O (configuration not stated)	-3
CC(C)c1ccccc1NS(=O)(=O)N(C)C	-4
CC1CCC2(CC1)NC(=O)N(CC(=O)Nc1cccc(C#N)c1)C2=O (configuration not stated)	-2
C/C=N/N(c1ccccc1)c1ccccc1	1
O=C(NCCc1ccccc1)c1cnc2sccn2c1=O	0

Carrying on:
SMILES	TbREL1 primary
COc1ccc(C[C@H]2CN3C(=NC[C@@H]3C(C)C)N2C[C@H](C)NC(=O)c2ccc(C)c(Br)c2)cc1	13*
O=C(COC(=O)Cc1ccsc1)NCC1CCCCC1	-2
COc1ccc(NC(=O)N2CCCCCC2)c(OC)c1	2
Cc1cc(S(=O)(=O)N2CCOCC2)ccc1OCC(=O)N1CCC(C(N)=O)CC1	2
CCOCCn1c(SC)nc2c1c(=O)[nH]c(=O)n2C	-1
c1ccc(CNC23CC4CC(CC(C4)C2)C3)nc1	7
Cc1cc(Cl)c(S(=O)(=O)N2CCSCC2)cc1OCC(N)=O	-1
COc1ccc(CNC(=O)[C@@H]2CC=C[C@@H]3CCN(C4CCCCC4)C(=O)[C@@H]32)cc1	-3
CC1(C)NC(=O)N(CC(O)COc2ccc(-c3ccc(C#N)cc3)cc2)C1=O (configuration not stated)	2
CC(=O)c1ccc(OCC(=O)NCC2(N3CCCCC3)CCCCC2)cc1	-3
Cc1oc(=O)c(NC(=O)c2ccc(Cl)cc2)cc1C(=O)c1ccccc1	0
C[C@@H]1C[C@H]2O[C@@H]2/C=C\C=C\C(=O)Cc2cc(O)cc(O)c2C(=O)O1	-1
O=C(c1ccc(C(F)(F)F)n(Cc2ccc(Cl)cc2)c1=O)N1CCOCC1	-2
CC[C@](C)(O)c1cc2ccccc2c(=O)o1	-1
CC(C)CCNC(=O)c1ccccc1NC(=O)C1=CSCCO1	-3
COc1ccc(OC)c(NC(=O)c2ccc(OCC(=O)N3CCOCC3)c(OC)c2)c1	-1
Cc1cc(C)cc(N(CC(=O)N2CC=C(c3ccccc3)CC2)S(=O)(=O)c2c(C)noc2C)c1	-3
CC(C)Cn1cc(F)c(=O)n(CC(C)C)c1=O	1
COc1ccc(OCC(=O)Nc2ccc(S(=O)(=O)N3CCCC3)cc2)cc1	-2
CC1CCCC(NC(=O)COC(=O)/C=C/c2ccc([N+](=O)[O-])cc2)C1C (configuration not stated)	6
CCN(CC(=O)NCc1cccs1)C(=O)c1cc(Br)ccc1O	-4
CCN1C(=O)[C@@H]2[C@H](C1=O)[C@@H]1C(=O)Nc3ccccc3C(=O)N1[C@@H]2c1ccccc1	-1
COc1ccc(Br)cc1/C=C/C(=O)Nc1ccc2ccccc2c1	4
O=C(NCCN1CCOCC1)c1cc2cc(Br)ccc2oc1=O	0
COc1nnc(-c2ccc(C)c(S(=O)(=O)NCCO)c2)c2ccccc12	4

New compounds follow:
SMILES	TbREL1 primary
O=C(c1ccc(N2CCOCC2)c([N+](=O)[O-])c1)N1CCCC(C(F)(F)F)C1 (configuration not stated)	3
CC(C)(C)C(=O)NC1CC2CCCC(C1)N2C(=O)Nc1ccccc1Cl (configuration not stated)	0
COc1ccc(-c2nnc(SCC(=O)NN=Cc3c(O)ccc4ccccc34)n2-c2ccc(OC)cc2)cc1	1
COc1ccc(C(=O)CSc2nnc(CNC(=O)c3ccccc3F)n2C)cc1OC	6
COc1ccc(C(=O)c2cnc[nH]2)cc1	2
O=C(Nc1ccccc1N1CCOCC1)c1ccc(Br)o1	-2
O=C(CSc1nnc(CNc2ccc(Cl)cc2)o1)Nc1nc2ccccc2s1	-4
Cc1cccn2c(=O)c3cc(C#N)c(=O)n(Cc4cccnc4)c3nc12	0
CCCCC(C(=O)O)C(C)CC(=O)Nc1cccc(C(=O)O)c1 (configuration not stated)	1
CCCn1c(N)c(C(=O)CN(C)CC(=O)Nc2cc(C)ccc2C)c(=O)[nH]c1=O	-3
OCCN(CCO)CC(O)COc1ccc(C23CC4CC(CC(C4)C2)C3)cc1 (configuration not stated)	7
O=C(c1cc(N2C(=O)C3C4CCC(C4)C3C2=O)ccc1Cl)N1CCCCCC1 (configuration not stated)	2
CCOc1ccccc1NC(=S)Nn1cnnc1	-2
C=CCN1C(=O)c2ccc(C(=O)N3CCN(S(=O)(=O)c4cc(C)ccc4C)CC3)cc2C1=O	-3
O=[N+]([O-])c1cc(C(F)(F)F)ccc1N1CCN(CCO)CC1	0
O=C(CNC(=O)c1n[nH]c2ccccc12)Nc1cc(Cl)ccc1Cl	2
Cc1cc(C=O)c(C)n1-c1ccc(NC2CCCCC2)c([N+](=O)[O-])c1	-4
C[C@H]1CN([C@@H](C)CO)C(=O)CCCn2nncc2CO[C@@H]1CN(C)C(=O)c1ccncc1	-1
COCCNC(=O)c1cc(-c2ccccc2)nn1Cc1cc(C)no1	1
Cc1cccc(C)c1NC(=O)C(c1ccccc1)N1CCN(C)CC1 (configuration not stated)	0
COc1ccc(C(=O)O/N=C(/C)c2cccs2)cc1	6

An excerpt; count on the stated rates, not on these rows.
